P. falciparum M17LAP – P. falciparum M17LAP inhibitors, primary screen, biochemical, fluorogenic H-Leu-NHMec substrate, 1536-well (AID 1619); Leucine aminopeptidase (Plasmodium falciparum (isolate 3D7)); recombinant M17LAP, H-Leu-NHMec fluorogenic kinetic assay; higher % means a stronger effect; inhibition, % at 30 µM; hits with a dose series show IC50 in µM; actives 0.38% (n = 220,000);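 active = compound inhibiting the enzyme by more than half at any dose during confirmatory dose-response retesting; inconclusive = strong single-dose inhibitors picked by rank but not retested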;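 also: plate controls were full reaction with DMSO carrier for no effect and no enzyme background for full effect; strong numbers were not always called active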
TNAP activators – human TNAP enzyme activators, primary screen, biochemical, luminescent, no phosphate acceptor, uHTS (AID 1001). actives 0.03% (n = 200,000). Alkaline phosphatase, tissue-nonspecific isozyme (Homo sapiens). purified TNAP, luminescent activation assay, no phosphate acceptor; higher activation fold means a stronger effect. one-dose activation fold at 20 µM; EC50 in µM for titrated hits; in the data active = activation fold from about 3, or a potency from the dose series; inactive = the rest, 99 in 100 with activation fold below about 1.6; also: many of its hits are not listed in these tables
T cell HTS – modulators of CD8 T cell-vesicle binding, primary screen, mouse 2C CD8+ T cells, flow cytometry | 2C CD8+ T cell-vesicle binding; hits give low values | calls only at 7 µM | actives 0.068% (n = 330,000);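 active = response, share of CD8 T cells binding vesicles, and their 90th percentile fluorescence all below set limits, cut at about 80% in these data, passing the limit was not always enough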
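Read-out – percent CD8+ FL2 mean versus row control · System – murine 2C transgenic CD8+ T lymphocytes · Times – 1.5 h cell–vesicle binding at 37 °C, then 20 min icy labelling · Control set – naked vesicles low, QL9 vesicles with vehicle high · Detection – cytometric PE anti-B7-1 and Alexa647 anti-CD8 signals after 1% paraformaldehyde fixation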
P. falciparum M1AAP – P. falciparum M1AAP inhibitors, biochemical, fluorogenic H-Leu-NHMec substrate, 1536-well (AID 1445). actives 0.42% (n = 220,000). recombinant M1AAP, H-Leu-NHMec fluorogenic kinetic assay; higher % means a stronger effect. Aminopeptidase N (Plasmodium falciparum (isolate 3D7)). one-dose inhibition, % at 30 µM; IC50 in µM for titrated hits;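 active = primary inhibition above the hit cutoff, then over 50% inhibition at one or more dose response concentrations, cut at about 23% in these data, passing the limit was not always enough; inconclusive = conflicting primary data, or primary hits not chosen for dose response; inactive = low primary inhibition, or under 50% at every dose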;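 also: plate controls were DMSO full reaction for no effect and no enzyme background for full effect; strong numbers were not always called active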
PMI inhibitors – inhibitors of human PMI, primary screen, biochemical, fluorescence intensity, coupled assay (AID 1209) | Mannose-6-phosphate isomerase (Homo sapiens) | purified PMI enzyme, coupled fluorescence intensity; higher % means a stronger effect | one-dose inhibition, % at 20 µM; IC50 in µM for titrated hits | actives 0.42% (n = 190,000);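 also: plate controls were DMSO vehicle for no effect and wells lacking substrate for full effect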
RSV CPE inhibition – RSV antiviral activity via CPE protection, HEp-2 cells, primary 10 µM value included (AID 2391); HEp-2 cells, RSV-induced CPE inhibition; higher % means a stronger effect; one-dose CPE inhibition, % at 10 µM; IC50 in µM for titrated hits; actives 0.13% (n = 310,000); in the data active = a potency from the dose series; inconclusive = CPE inhibition mostly from about 23% at the one dose, without a potency; inactive = the rest, 99 in 100 with CPE inhibition below about 21%; also: strong numbers were not always called active
K1F lysis inhibition – inhibition of K1F phage lysis, E. coli UTI89, bacterial capsule biogenesis inhibitors, alamar blue (AID 488966); E. coli UTI89 K1F phage lysis, alamar blue, 2 h; higher % means a stronger effect; inhibition, % at 100 µM; hits with a dose series show IC50 in µM; actives 0.02% (n = 340,000);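 active = phage lysis inhibition, versus mean bacterial control, above a set limit; inconclusive = no clear call, values can overlap the other calls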;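 also: capsule biogenesis inhibitors block K1F phage lysis so surviving cells raise fluorescence; higher fluorescence means more inhibition of phage lysis; actives were called in the ten point dose series up to 300 µM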
West Nile virus CPE – West Nile virus antiviral activity, cell-based, CPE readout (AID 1621) | West Nile virus-infected cells, CPE inhibition; higher % means a stronger effect | CPE inhibition, % at 10 µM; hits with a dose series show IC50 in µM | actives 0.02% (n = 290,000); in the data active = a potency from the dose series; inconclusive = CPE inhibition mostly from about 3.7% at the one dose, without a potency; inactive = the rest, 99 in 100 with CPE inhibition below about 2.2%; also: strong numbers were not always called active
human PMI inhibitors – human PMI inhibitors, high substrate, primary screen, biochemical, fluorescence intensity, high mannose 6-phosphate (AID 1220); actives 0.66% (n = 190,000); one-dose inhibition, % at 20 µM; IC50 in µM for titrated hits; recombinant PMI enzyme, coupled fluorescence intensity; higher % means a stronger effect; Mannose-6-phosphate isomerase (Homo sapiens)
T cell HTS vesicle-bound % – recorded beside T cell HTS, whose call it bears; double positive events, %; measured here: CD8+ vesicle-bound cell fraction;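 binding gate set so that unloaded-vesicle control wells show 10% double positive cells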
* marks the source's active call; other numbers are inactive results; i = inactive; u = inconclusive; x = not tested or not shown; [ ] = dose if it differs, or a comment. Rule as the data show it, unless noted: active = inhibition above about 50%; inactive = the rest.

Values run as follows: West Nile virus CPE, PMI inhibitors, T cell HTS vesicle-bound %, P. falciparum M1AAP, TNAP activators, P. falciparum M17LAP, human PMI inhibitors, T cell HTS, RSV CPE inhibition, K1F lysis inhibition
O=S(=O)(NCC(c1ccco1)N1CCN(c2ccccc2F)CC1)c1ccc2c(c1)OCCO2 (stereo not drawn)
    -2.0%, 9%, 40, 9%, 1.1, -3%, 0%, i, 5.8%, 0.8%[50 µM]
C#CCn1c2ccccc2c2nc3ccccc3nc21
    -0.2%, x, 58, x, x, x, x, i, 1.9%, 0.1%
COc1ccccc1-c1nc2ccccc2c(=O)n1NC(=O)c1cccs1
    -0.6%, 6%, 51, 16µM*, 1, 8%, 7%, i, 0.7%, 3.9%
CC(Oc1ccc2c3c(c(=O)oc2c1)CCCC3)C(=O)NCc1ccncc1 (stereo not drawn)
    -0.8%, x, 1, x, x, x, x, i, 0.7%, 0.3%
CCOc1ccc(NC(=O)Nc2ccc(N(C)C(C)=O)cc2)cc1
    -0.3%, 8%, 13, -1%, 1.1, 53%, 2%, i, 0.7%, -0.2%
Clc1ccc(-c2csc(Nc3cccnc3)n2)cc1
    0.0%, x, 31, 3%, x, -5%, x, i, 3.4%, -0.2%
CCCCn1nc2cc(C(=O)N[C@H](C)C3CCCCC3)ccc2c1OCC
    -1.1%, 9%, x, 3%, 1.1, 8%, 14%, x, 4.8%, 0.1%
O=C(CCc1ccccc1)Nc1ncc([N+](=O)[O-])s1
    0.0%, 11%, 11, 2%, 0.9, -1%, 11%, i, 14%, -0.1%
O=C(COC(=O)c1cc2ccccc2cc1O)Nc1cccnc1Cl
    0.2%, 5%, 51, 7%, 1.1, 4%, 3%, i, 0.8%, 2.1%
COC(=O)c1ccc(C)c(NC(=O)C2COc3ccccc3O2)c1 (stereo not drawn)
    -0.6%, 15%, 52, 1%, 1, 7%, 10%, i, 0.3%, 0.5%
O=C1CSC(c2ccc([N+](=O)[O-])cc2)N1CCN1CCCCC1 (stereo not drawn)
    -0.5%, 2%, 28, -3%, 1, -4%, 8%, i, -0.3%, 0.6%
Fc1cc(Cl)ccc1NC(=S)NCCN1CCOCC1
    -0.6%, 9%, 62, 0%, 1.1, -2%, 11%, i, 0.9%, 0.1%
O=C(CSc1nn(-c2ccccc2)c(=S)s1)NC(=O)NCc1ccco1
    0.0%, -14%, x, 10%, 1, -2%, -6%, x, 0.8%, -0.2%
CCN1CCc2c(sc(NC(=O)c3ccc(S(=O)(=O)N4CCCC4)cc3)c2C(=O)NC)C1
    -1.0%, x, 10, x, x, x, x, i, -0.5%, 0.8%[50 µM]
COc1ccc(C(=O)Nc2ccccc2N2CCCCC2)cc1[N+](=O)[O-]
    -1.3%, 20%, 11, 5%, 1, 3%, 18%, i, 19%, 1.4%
CCOC(=O)c1[nH]c2ccc(OC)cc2c1NC(C)=O
    0.0%, -1%, 16, 2%, 1.2, -36%, -4%, i, 2.0%, 1.6%
COc1cccc(CN2CCNC(=O)C2CC(=O)NCC2CCOCC2)c1 (stereo not drawn)
    -0.5%, x, 9, x, x, x, x, i, -0.9%, 0.3%
Fc1ccc(-c2oncc2-c2nnnn2-c2ccccc2)cc1F
    0.5%, -8%, 28, 14%, 1.1, 0%, -10%, i, -0.5%, 1.4%
COC(=O)C(C)NC(=O)C(C)NC(=O)OCc1ccccc1 (stereo not drawn)
    -0.2%, 8%, 2, 0%, 1.1, -9%, 9%, i, -0.2%, 1.4%
COc1cccc(NC(=O)Cn2nnc(C(=O)NCCc3ccccc3)c2N)c1
    -0.6%, x, 32, x, x, x, x, i, 2.5%, 0.2%
COc1ccc(Sc2ncnc3onc(C)c23)cc1
    -0.1%, -7%, 34, 4%, 1.1, 6%, -10%, i, 0.5%, 5.4%
CC(=O)NC1=NN(C(C)=O)C2(S1)C(=O)N(CC(C)C)c1ccc(C)cc12 (stereo not drawn)
    0.1%, x, 17, -3%, x, 9%, x, i, 3.0%, 0.1%
O=C(NC(=S)Nc1ccc(Cc2ccncc2)cc1)c1ccccc1F
    -0.3%, -8%, 30, 9%, 1, -5%, -9%, i, 20%, 0.3%
Cc1occc1-c1nnc(SCC(=O)c2ccc(Cl)cc2)n1CC1CCCO1 (stereo not drawn)
    -1.0%, -9%, 33, 7%, 1.1, 10%, -14%, i, 1.3%, 3.5%
Oc1ccc(/C=N/N2CCCCC2)c(O)c1O
    0.9%, x, 11, x, x, x, x, i, 0.2%, 0.7%
COCCCn1c(Cc2csc(Nc3cccc(Cl)c3)n2)nnc1SCC(=O)OC1CCCCC1
    0.1%, 19%, 29, 0%, 1.1, 13%, 11%, i, 0.5%, -1.4%
COc1ccc(NC(=S)NCCc2ccccc2)c(OC)c1
    -0.8%, 16%, 25, 2%, 1, 0%, 10%, i, x, -1.7%
Nc1cccc(/C=C/C(=O)O)c1
    0.1%, x, 18, 0%, x, 2%, x, i, 0.6%, -1.3%[50 µM]
O=C(CC1(O)C(=O)N(CN2CCOCC2)c2ccccc21)c1ccccc1 (stereo not drawn)
    0.1%, 16%, 25, 7%, 1.1, 2%, 14%, i, 0.5%, 0.3%
Cc1cc(C)c(NC(=O)C2CCC(=O)N2)c(C)c1 (stereo not drawn)
    0.4%, 6%, 5, 4%, 1.1, 9%, 5%, i, -0.2%, -1.0%
COc1ccccc1NS(=O)(=O)c1cccc(C(=O)N/N=C/c2ccc(OCC(=O)O)cc2)c1
    0.0%, -2%, 51, 3%, 1.1, 11%, 0%, i, -0.3%, -0.4%
Cc1cc(C)c2c3c(sc2n1)C1(CCSCC1)C(C#N)=C(N)O3
    0.4%, -3%, 4, 9%, 1.1, 17%, 8%, i, 2.0%, -0.1%
O=C(CNC(=O)c1ccccc1F)NC1CC1
    0.5%, -5%, 36, 12%, 1.1, -2%, -6%, i, 2.6%, 0.5%
Cc1cc(OCCCCn2ccnc2)cc(C)c1Cl
    -1.2%, -8%, 3, -1%, 1.1, -7%, -1%, i, 0.7%, 3.9%
O=C(Nc1nc2ccccc2n1CCN1CCOCC1)c1ccc(COc2ccccc2Br)o1
    -0.7%, 4%, 46, 1%, 1.3, 1%, -7%, i, 4.5%, -0.2%
CCOC(=O)c1ccc(NC(=O)c2cc(S(=O)(=O)N3CCOCC3)cn2C)cc1
    0.3%, x, 23, x, x, x, x, i, 2.0%, -1.0%
O=C(/C=C/c1ccc(Br)o1)Nc1nnc(C2CC2)s1
    -0.1%, x, 22, 2%, x, 2%, x, i, 0.8%, 0.5%[50 µM]
CC1CCN(C(=O)c2cc3nc(-c4ccccc4)cc(-c4ccccc4)n3n2)CC1
    -0.5%, 7%, 54, 6%, 1.1, 3%, 6%, i, -0.5%, u
CCNC(=O)CSc1nnc(-c2ccccc2)n1-c1ccc(OCC)cc1
    -0.5%, 3%, 19, 6%, 1.1, -9%, -2%, i, 1.3%, 2.0%
CC(C)c1ccc(NC(=O)[C@H](NC(=O)[C@@H]2Cc3ccccc3CN2)c2ccccc2)cc1
    -0.7%, x, 44, x, x, x, x, i, 1.5%, 0.7%
C=CCNC(=O)c1cc(-c2ccncc2)nc2c(C)cc(C)cc12
    0.0%, x, 31, x, x, x, x, i, 1.9%, -0.1%
Cc1cc(NC(=O)COC(=O)[C@@H](NS(=O)(=O)c2ccccc2)C(C)C)no1
    0.2%, 4%, 9, 5%, 1, 1%, 9%, i, 0.4%, -0.5%
CCC1(c2ccc(F)cc2)NC(=O)N(CC(=O)Nc2ccc(S(N)(=O)=O)cc2)C1=O (stereo not drawn)
    -0.2%, -8%, 1, 3%, 1.1, 4%, 5%, i, 2.0%, 0.3%
COc1cccc(C2CC(c3cccc(C)c3)n3ncnc3N2)c1 (stereo not drawn)
    0.1%, 14%, 37, -5%, 1.1, 3%, 12%, i, 0.1%, 0.0%
O=C(Nc1ccccc1)OCCNC(=O)c1cccc(Cl)c1
    -0.2%, 1%, 18, 3%, 1.2, 2%, 9%, i, 2.8%, -0.4%[50 µM]
Cc1ccc(C(=O)N/C(=C\c2ccc(C)o2)C(=O)O)cc1
    0.3%, x, 30, -1%, x, 8%, x, i, -0.6%, 0.2%
COc1ccc(/C=C2/SC(=O)N(CCC(=O)Nc3ccc(C)cc3)C2=O)cc1OC
    -0.1%, 14%, 31, 10%, 1.1, 2%, 14%, i, 3.4%, x
CCOc1cc(/C=N/NC(=O)CN2CCCCC2)ccc1OCc1cccc(Cl)c1
    u, 22%, 30, 1%, 1.2, 7%, 10%, i, 16%, 5.6%
O=C(Cc1ccc(F)cc1)N1CCOCC1
    -0.3%, x, 62, x, x, x, x, i, 0.2%, -0.7%
O=C(NCCCn1ccnc1)C(=O)Nc1ccccc1
    0.1%, -5%, 50, 0%, 1, 3%, -4%, i, 0.8%, 0.5%
O=C(CCC(=O)NC12CC3CC(CC(C3)C1)C2)NC1CCCCC1
    -0.1%, x, 34, x, x, x, x, i, 2.5%, 0.8%
OCCC1CN(Cc2cccn2-c2ccccn2)CCN1C1CCCC1 (stereo not drawn)
    -0.8%, 3%, 24, 4%, 1.1, -2%, -11%, i, -1.1%, 0.5%
CCn1c(N)c(C(=O)NCc2ccc3c(c2)OCO3)sc1=S
    0.2%, 10%, 18, -4%, 1.1, 3%, -1%, i, 0.1%, 0.5%
C=CCn1c(SCC(=O)Nc2nc3ccccc3s2)nnc1-c1ccccc1O
    -0.5%, 4%, 36, 9%, 1.1, -3%, -3%, i, 9.9%, 3.6%
COc1ccc(-c2[nH]ncc2/C=N\NC(=O)c2ccc(Br)o2)cc1OC
    0.1%, x, 10, x, x, x, x, i, 0.8%, 0.2%
O=C(c1cc(COc2ccc(F)cc2F)on1)N1C[C@H]2CC[C@H]1C2
    -1.1%, x, 44, x, x, x, x, i, 1.3%, 0.3%
CC(C)(C)c1ccc(OCCCNC2CCCC2)cc1
    -1.4%, -4%, 64, 9%, 1.1, 3%, -8%, i, -2.1%, 0.9%
CCOc1ccc(NC(=O)C2CCN(C(=O)C3CC(=O)N(c4ccc(C)cc4)C3)CC2)cc1 (stereo not drawn)
    -0.3%, x, 35, x, x, x, x, i, 0.0%, 0.2%
